BoNT-F LC inh: inhibitors of Botulinum neurotoxin F light chain protease; Multiplex microsphere protease cleavage assay, flow cytometry; inhibition, % at 10 µM; 0.22% of 360,000 active; in the data active = inhibition above about 35%, passing the limit was not always enough; inconclusive = no clear call, values can overlap the other calls; also: plate controls were buffer without enzyme for full effect and enzyme alone for no effect
PfHsp40 yeast: rescue of PfHsp40-mediated yeast toxicity | S. cerevisiae expressing PfHsp40, growth rescue, ATP luminescence | growth rescue, % at 12.5 µM | 0.68% of 340,000 active | AID 504582; in the data active = growth rescue above about 28%, passing the limit was not always enough; inconclusive = no clear call, values can overlap the other calls;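 also: yeast W303a lacking pdr1 and pdr3 grown in galactose medium; growth measured after three days at 30 °C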
FBA Mtb inh: inhibits M. tuberculosis FBA enzyme; P9WQA3; purified M. tuberculosis FBA, fluorescence read-out; inhibition, % at 1 µM; 2.3% of 360,000 active; in the data active = inhibition above about 27%;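 also: 0% = vehicle and 100% = reference inhibitor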
GDH-TPI counter: counter-screen for M. tuberculosis FBA inhibitors: GDH-TPI coupled enzymes; GDH-TPI coupled enzyme counterscreen, NADH absorbance; inhibition, % at 4.8 µM; 1.2% of 360,000 active; AID 588335; in the data active = inhibition above about 30%;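 also: 0% = DMSO wells and 100% = wells lacking the enzyme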
FadD28 FP inh: inhibitors of Mycobacterium tuberculosis FadD28 bisubstrate binding. inhibition, % at 12.5 µM. 0.22% of 360,000 active. FadD28 bisubstrate probe binding, fluorescence polarization; in the data active = inhibition above about 8.5%, passing the limit was not always enough; inconclusive = no clear call, values can overlap the other calls
BioA inh: inhibitors of Mycobacterium tuberculosis BioA enzyme. inhibition, % at 9.99 µM. AID 602481. purified M. tuberculosis BioA enzyme, plate reader. 0.096% of 360,000 active; in the data active = inhibition above about 40%; inconclusive = no clear call, values can overlap the other calls
UGM FP inh: Mtb UDP-galactopyranose mutase inhibition. P9WIQ1. inhibition, % at 10 µM. 0.06% of 320,000 active. purified UGM, fluorescence polarization probe displacement; in the data active = inhibition above about 10%, passing the limit was not always enough; inconclusive = no clear call, values can overlap the other calls
Anthrax LF inh2: anthrax lethal factor protease inhibition | P15917 | multiplex microsphere protease cleavage assay, LF | inhibition, % at 10 µM | 0.12% of 360,000 active | AID 588501; also: plate controls were buffer without enzyme for full effect and enzyme alone for no effect
Target sequence (P15917 whole entry, looked up): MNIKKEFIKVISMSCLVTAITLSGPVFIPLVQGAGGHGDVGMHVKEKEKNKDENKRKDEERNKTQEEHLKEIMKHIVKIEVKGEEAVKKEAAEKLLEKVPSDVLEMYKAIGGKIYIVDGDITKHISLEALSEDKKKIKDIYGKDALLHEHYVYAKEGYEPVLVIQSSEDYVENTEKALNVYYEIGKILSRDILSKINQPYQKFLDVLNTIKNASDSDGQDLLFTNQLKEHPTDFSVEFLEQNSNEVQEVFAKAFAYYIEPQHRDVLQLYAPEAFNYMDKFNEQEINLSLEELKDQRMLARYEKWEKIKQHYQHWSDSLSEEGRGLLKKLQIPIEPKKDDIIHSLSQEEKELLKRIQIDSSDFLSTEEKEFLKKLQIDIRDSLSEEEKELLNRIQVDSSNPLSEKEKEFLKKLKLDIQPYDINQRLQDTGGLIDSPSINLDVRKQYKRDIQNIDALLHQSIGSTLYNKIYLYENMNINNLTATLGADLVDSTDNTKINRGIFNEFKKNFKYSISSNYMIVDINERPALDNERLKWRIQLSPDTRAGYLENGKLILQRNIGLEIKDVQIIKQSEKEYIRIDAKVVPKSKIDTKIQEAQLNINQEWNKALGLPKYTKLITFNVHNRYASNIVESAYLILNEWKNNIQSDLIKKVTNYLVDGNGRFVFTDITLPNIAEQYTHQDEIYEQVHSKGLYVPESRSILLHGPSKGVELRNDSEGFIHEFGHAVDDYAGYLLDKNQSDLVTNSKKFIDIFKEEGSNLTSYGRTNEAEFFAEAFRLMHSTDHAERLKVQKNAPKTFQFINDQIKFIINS
BoNT-A LC inh2: inhibitors of Botulinum neurotoxin A light chain protease; multiplex microsphere protease substrate cleavage, flow cytometry; inhibition, % at 10 µM; 0.17% of 360,000 active; AID 588499; also: plate controls were buffer without enzyme for full effect and enzyme alone for no effect
Numbers without * were called inactive; ? = inconclusive; nt = not tested or not shown. Rule as the data show it, unless noted: active = inhibition above about 30%; inconclusive = no clear call, values can overlap the other calls; inactive = below that.

SMILES	BoNT-F LC inh	PfHsp40 yeast	FBA Mtb inh	GDH-TPI counter	FadD28 FP inh	BioA inh	UGM FP inh	Anthrax LF inh2	BoNT-A LC inh2
COc1ccc(S(=O)(=O)N2CCOC23CCN(C(=O)c2c(F)cccc2Cl)CC3)cc1	1.7	0.1	-0.4	1.7	0.2	-0.1	-1.1	-1.5	0.4
CCc1ccc(NC(=O)c2sccc2-n2cccc2)cc1	-5.1	3.9	2.1	0.9	-7.2	1.3	-4.5	-4.6	-0.7
CC1CN(C(=O)c2ccc(CNS(=O)(=O)c3cccc(C(F)(F)F)c3)cc2)CC(C)O1 (configuration not stated)	21.3	-1.0	-3.1	11.3	-1.7	-1.8	-0.2	-3.0	1.0
O=C(N/C(=C\c1cccnc1)C(=O)N1CCC(O)CC1)c1ccccc1	-7.9	-0.9	3.3	1.5	-4.2	0.7	1.8	13.0	-0.6
CC(=O)N1CCc2cc(S(=O)(=O)NC(C)c3ccccc3)ccc21 (configuration not stated)	2.2	0.4	3.5	9.1	-0.7	-0.3	0.5	2.5	-0.4
COC(CNC(=O)c1cccnc1)OC	3.4	-2.1	3.6	-2.6	-1.1	nt	-0.8	0.5	-0.8
O=S(=O)(c1cccs1)N1CCC2(CC1)OCCN2S(=O)(=O)c1ccccc1	0.0	-0.4	3.0	1.4	-1.2	0.5	1.4	-3.6	-1.8
COc1ccc(C(N)CCc2ccc(C)o2)cc1 (configuration not stated)	?	-0.2	-2.5	-3.4	-4.6	1.3	1.8	-5.9	10.9
CCOC(=O)c1ccc(COC(=O)CNS(=O)(=O)c2ccccc2)cc1	-1.4	0.4	-3.4	-9.2	-2.7	nt	2.4	-1.5	-0.6
Cc1ccc2sc(N(CCN(C)C)C(=O)c3ccc(S(=O)(=O)N4CC(C)OC(C)C4)cc3)nc2c1C (configuration not stated)	6.8	0.2	0.3	2.4	-3.6	-1.2	6.1	-0.7	3.1
COc1ccc2nc(-c3ccccc3)[nH]c(=O)c2c1	-7.5	-0.4	-0.6	21.9	1.3	0.2	nt	-6.1	-0.5
COC(=O)c1[nH]cnc1C(=O)c1ccccc1	9.3	-0.9	6.7	-1.5	2.3	-1.6	-1.0	-0.3	0.4
CC(C)OC(=O)/C(C#N)=C/c1cn(C)c2ccccc12	-4.7	0.6	0.5	-1.6	-0.2	nt	1.0	-9.9	-0.4
O=C(Cc1cccs1)Nc1ccc(F)c(S(=O)(=O)N2CCOCC2)c1	-1.1	-0.7	1.9	-3.1	0.4	2.1	nt	-8.8	0.1
Cc1nnsc1C(=O)N1CCCC(C(=O)c2ccc(C(F)(F)F)cc2)C1 (configuration not stated)	-1.9	0.6	-3.3	-5.8	-1.7	nt	1.9	-3.7	0.0
Cc1ccc(S(=O)(=O)N2C[C@H]3N(C(=O)OC(C)C)N(C(=O)OC(C)C)C[C@H](OC(=O)Nc4cccs4)[C@@]3(O)C2)cc1	-6.4	nt	-2.9	0.0	-3.4	-0.5	nt	-1.5	-0.3
COc1ccc(N2C(=O)[C@@H]3Cc4ccccc4CN3C2=O)cc1	-2.3	0.2	6.2	9.2	-0.4	-0.5	-2.2	1.6	-0.2
CC(C)(C)c1ccc(-n2ncc3c2CCCC3NC(=O)c2cnccn2)cc1 (configuration not stated)	-2.1	-0.6	-0.4	3.5	-1.0	6.0	-0.3	4.0	1.0
COc1ccc(OC)c(NC(=O)CSc2nc3c(c(=O)n(C)c(=O)n3C)n2C)c1	-4.8	-0.4	1.6	4.9	-2.3	0.9	0.0	-3.7	0.5
Cc1ccc(NC(=O)N2CCC(NC(=O)c3cccc(C)c3)CC2)cc1	1.3	-0.4	-7.2	-2.7	-2.6	-1.2	2.0	2.7	-0.2
Cc1cc(NCc2ccc3c(c2)OCO3)n2nc(C)nc2n1	-5.6	-0.7	1.4	5.9	0.1	3.3	-0.1	-6.2	-0.8
COc1ccc(NC(=O)COc2ccc3oc(=O)cc(C)c3c2)cc1	3.9	-0.3	1.3	4.6	-2.5	-1.0	3.3	-11.4	-3.2
CNc1oc(Cc2ccccc2)nc1S(=O)(=O)c1ccccc1	-10.5	-0.3	-0.3	7.3	-1.5	-0.1	1.6	-5.7	-0.8
CC(C)(C)[C@H]1CCC(=O)N([C@H](CSc2ccccc2)Cc2ccccc2)CC1	-5.0	1.4	0.6	3.5	-2.3	0.6	-2.1	0.4	0.3
CCOc1ccc(N2C(=O)CC(NCCNc3ccc([N+](=O)[O-])cn3)C2=O)cc1 (configuration not stated)	-3.4	1.2	-0.8	11.8	-2.4	-0.4	0.4	0.8	0.0

Full records as entered above.
CCOC(=O)c1ccc(COC(=O)CNS(=O)(=O)c2ccccc2)cc1 is listed as BoNT-F LC inh: -1.4; PfHsp40 yeast: 0.4; FBA Mtb inh: -3.4; GDH-TPI counter: -9.2; FadD28 FP inh: -2.7; BioA inh: nt; UGM FP inh: 2.4; Anthrax LF inh2: -1.5; BoNT-A LC inh2: -0.6
O=C(N/C(=C\c1cccnc1)C(=O)N1CCC(O)CC1)c1ccccc1 is listed as BoNT-F LC inh: -7.9; PfHsp40 yeast: -0.9; FBA Mtb inh: 3.3; GDH-TPI counter: 1.5; FadD28 FP inh: -4.2; BioA inh: 0.7; UGM FP inh: 1.8; Anthrax LF inh2: 13.0; BoNT-A LC inh2: -0.6

Continued.
SMILES	BoNT-F LC inh	PfHsp40 yeast	FBA Mtb inh	GDH-TPI counter	FadD28 FP inh	BioA inh	UGM FP inh	Anthrax LF inh2	BoNT-A LC inh2
COc1ccc(S(=O)(=O)N[C@H](C(=O)N2CC[C@@]3(O)CCCC[C@H]3C2)c2ccccc2)cc1	0.5	-0.1	3.4	0.4	-1.0	-1.2	0.4	-8.9	-0.3
Cc1cc(C)c(C(=O)CSc2nc3ccccc3c(=O)[nH]2)cc1C	-4.7	0.5	3.3	-6.2	-2.5	nt	-1.4	-2.2	-0.9
CCN(CC)c1ccc(S(=O)(=O)N(CC)CC)cc1NC(=O)c1cccnc1	-3.1	0.9	1.6	3.7	-5.7	1.7	1.9	7.3	-0.2
CC(C)N(C)Cc1cn(C)nc1-c1ccc(Oc2ccccc2)cc1	35.5*	-2.5	-7.2	-1.1	-4.9	-0.9	-2.7	0.0	-2.3
CCCNS(=O)(=O)c1ccc(OCC(=O)N2CCN(c3ccccc3)CC2)cc1	-19.0	-0.3	0.5	-2.9	-0.5	nt	-0.3	-1.7	-3.6
Cn1cc(CCC(=O)NCCCc2ccccc2)c2ccccc21	-33.8	1.0	4.5	-2.0	-2.2	1.1	0.6	4.0	-1.5
O=C(Nc1ccc(Cl)cc1)c1csc([C@@H]2O[C@H](CO)[C@H](O)[C@H](O)[C@H]2O)n1	3.2	nt	-0.3	10.2	0.0	1.0	nt	2.5	0.2
COc1ccc(-c2csc(NC(=S)NC(=O)c3ccco3)n2)cc1	-2.6	-0.2	2.8	2.8	-3.0	nt	-0.8	-0.4	-0.5
Cc1ccc(CNC(=O)C2CNc3cc(C)ccc3O2)cc1 (configuration not stated)	3.4	-0.2	1.4	6.8	-1.0	-1.0	-4.0	-3.4	1.6
CC(C)(C)CN1C(=O)C(=O)NC[C@@H]1CCCCN	-1.9	-0.2	7.8	4.2	-1.2	-2.9	-2.5	4.3	0.3
CN(C)c1ccc(N/C(=N\S(=O)(=O)c2cccs2)c2ccccc2)cc1	-1.8	1.8	-1.9	8.6	-1.9	9.9	2.7	-2.0	-0.2
COc1ccc(S(=O)(=O)Nc2ccccc2C(F)(F)F)cc1	-7.2	1.3	0.1	1.2	-0.9	15.0	1.3	-1.5	-1.1
Cc1ccccc1OCCCC(=O)Nc1ccc(N2CCOCC2)cc1	-50.3	1.6	0.7	1.6	1.8	0.3	-1.1	-18.4	0.5
CCOc1ccccc1OCCC(=O)Nc1ccc2c(c1)OCO2	1.3	1.1	-2.4	0.4	-3.0	-0.2	-1.0	-0.2	-0.1
Cc1cccc(NC(=O)C(C)C(=O)c2ccccc2)c1 (configuration not stated)	10.5	-0.5	0.1	2.9	-3.1	-1.7	-2.4	-4.2	0.7
COc1ccc(Oc2cc(C(F)(F)F)nc(N(C)C)n2)cc1	-1.5	0.2	2.0	-4.3	0.5	nt	-0.4	-11.6	0.9
COc1ccc2c(c1)CCC/C2=N\OC(=O)c1ccccc1F	0.0	0.1	0.3	-1.3	-0.1	-1.6	0.6	-2.9	-0.4
COc1ccc(CCNC(=O)c2nnn(-c3cccc(C)c3)c2N)cc1OC	2.2	0.5	-0.5	3.6	0.4	0.9	0.1	-1.9	2.4
CCc1c(C)sc(NC(=O)/C=C/c2ccc3c(c2)OCO3)c1C(=O)OC	-2.9	-0.1	1.8	9.9	-2.6	-1.2	0.4	-1.2	1.2
O=C(O)CCCn1cc(NC(=O)COc2ccccc2)cn1	0.4	-0.4	4.2	-9.0	0.8	-0.3	-1.7	2.5	0.8
CNC(=O)Oc1cc2c(cc1C(C)(C)C)CCC2	-1.5	-1.2	-1.4	2.2	-1.0	0.0	nt	1.3	0.0
COc1ccc(C(=O)NCC(=O)N2CCN(c3ncccn3)CC2)cc1OC	-3.0	-1.1	-0.1	7.6	-4.6	-0.5	0.2	-4.3	-0.8
CC(=O)NC(CC(=O)Nc1cccc(S(=O)(=O)N2CCCCC2)c1)c1ccccc1 (configuration not stated)	-8.0	0.8	1.1	5.7	-0.5	0.2	0.9	-2.6	-0.3
O=C(O)C1CCCCC1C(=O)NCc1ccncc1 (configuration not stated)	-2.2	0.6	1.1	-3.8	-2.9	-1.4	2.0	0.5	-0.4
O=C(c1c(F)cccc1F)N1CCN=C1SCc1ccccc1	-4.1	0.8	-2.6	1.3	-1.5	nt	-0.6	-8.9	-0.5
Carrying on:
SMILES	BoNT-F LC inh	PfHsp40 yeast	FBA Mtb inh	GDH-TPI counter	FadD28 FP inh	BioA inh	UGM FP inh	Anthrax LF inh2	BoNT-A LC inh2
Cc1nc2ncnn2c(C)c1CCC(=O)NC(C)c1ccc2c(c1)OCCO2 (configuration not stated)	-0.7	0.3	1.0	-15.4	-1.3	nt	1.2	-0.7	-1.0
Cc1ccc(NC(=S)Nc2ccc(S(=O)(=O)Nc3ncccn3)cc2)c(C)c1	-5.0	-0.5	1.2	-3.9	-4.2	-0.3	-1.1	-4.2	-0.2
Cc1ccc(S(=O)(=O)NC(=S)c2ccccc2)cc1	-15.3	0.9	-4.1	11.1	0.0	-0.3	0.7	-1.3	-0.4
CCCCc1nc(NCc2ccccc2)c(C#N)c2c1CCCC2	-5.9	0.6	0.1	-4.4	-2.8	-0.8	-2.8	-1.8	-0.5
CC(=O)NC(CCS(C)(=O)=O)C(=O)Nc1ccc2c(c1)OCO2 (configuration not stated)	-7.5	-0.4	-1.3	-12.9	-4.2	-1.5	0.8	2.8	-0.6
CC(NC(=O)COC(=O)CCN1C(=O)C2CC=CCC2C1=O)c1ccc(Br)cc1 (configuration not stated)	-6.9	-0.4	2.5	16.0	-1.7	-11.4	-1.0	-3.3	-0.6
COc1ccccc1CNC(=O)C1Cc2cc(S(=O)(=O)N3CCCCC3)ccc2N1C(C)=O (configuration not stated)	-16.1	-1.8	0.2	0.7	-1.4	-0.4	-0.7	2.3	-6.4
CCN(CC)c1ccc(NC(=O)c2cccc(OC)c2)c(C)c1	-8.6	-1.8	1.5	3.2	-1.9	-1.6	3.5	-13.4	-0.6
CS(=O)(=O)N1CCN(c2ccc([N+](=O)[O-])c(NCc3cccnc3)c2)CC1	4.0	-0.8	-16.1	4.5	0.4	nt	-0.5	-6.9	0.3
Cc1ccc(C)c2c1cc(C)c1nnc(SCC(=O)c3cccs3)n12	-4.2	-0.9	3.5	3.6	-1.7	nt	-1.0	-2.7	0.4
CNC(=O)C1CC(=O)N(c2ccc(OCC(=O)Nc3ccccc3C)cc2)C1 (configuration not stated)	-8.1	0.1	-1.9	2.1	-3.3	1.9	nt	-2.1	-4.0
COc1cc2nc(CN3CCN(S(=O)(=O)c4ccc(Br)cc4)CC3)[nH]c(=O)c2cc1OC	-2.3	-0.1	-0.2	-2.5	-3.2	-0.6	0.9	-2.5	-0.2
CS(=O)(=O)c1ccc(SCC(=O)NC2CCS(=O)(=O)C2)c([N+](=O)[O-])c1 (configuration not stated)	1.9	0.1	3.4	10.2	0.0	nt	1.6	-8.4	0.0

Screens: PubChem BioAssay, several laboratories
